Screens from PubChem.
RmlC RmlD mix: inhibitors of RmlC and RmlD coupled enzymes. RmlC/RmlD coupled enzyme inhibition, 384-well mixture HTS. inhibition, % at 5.5 µM. 110,000 compounds, 0.39% hits. AID 1532; in the data active means inhibition above about 30%, passing the limit was not always enough; inconclusive means no clear call, values can overlap the other calls; further: strong numbers were not always called active
HIV RNase H inh: inhibitors of HIV-1 reverse transcriptase RNase H; P04585; RT-RNase H RNA/DNA duplex cleavage, fluorescence; inhibition, % at 10 µM; 65,000 compounds, 1.9% hits; AID 565; in the data active means inhibition above about 50%
Active calls of the source: *; ? = inconclusive; nt = not tested or not shown.

Below each compound: RmlC RmlD mix	HIV RNase H inh
- Cc1cc(C)c(-c2cc(C(F)(F)F)no2)c(=O)[nH]1
  0	-11
- CCOC(=O)Cn1c(S(=O)(=O)Cc2ccccc2Cl)nc(-c2ccccc2)c1-c1ccccc1
  -2	nt
- CCNS(=O)(=O)c1ccc(CCC(=O)Nc2cc(Cl)ccc2Oc2ccccc2)cc1
  5	nt
- O=C(CSc1nnc(NC(=O)c2ccco2)s1)NC1CCCCC1
  62	6
- COc1ccc(CNC(=O)CN(C(=O)c2cc3sccc3n2C)C2CCCC2)cc1
  6	-3
- COc1ccc(OC)c(NC(=O)CSc2nnc(CNC(=O)c3ccco3)o2)c1
  2	-3
- CCCS(=O)(=O)C(=C(Nc1ccccc1)Nc1ccccc1)S(=O)(=O)CCC
  -11	nt
- O=C(Nc1ncc(Cc2cccc(Cl)c2)s1)C1=NCCN1
  -10	nt
- C=CCn1c(SCC(=O)NCc2ccccc2)nnc1-c1cc(Br)ccc1O
  7	nt
- Cc1ccc(Cc2nnc3n(-c4cccc(C)c4)nc(C(=O)c4ccccc4)n3c2=O)cc1
  -3	nt
- CCC(=O)Nc1nonc1-c1nc2ccccc2n1CCC(C)C
  3	-6
- C=CCNc1ncnc2c1ncn2C1OC(CO)C(O)C1O (stereo not given)
  3	-2
- Cc1ccc2c(=O)c(C(=O)NCc3cccs3)c[nH]c2c1
  13	nt
- COc1cc(OC)c(C2CC(=O)N3CN(c4ccc(C)cc4)CSC3=C2C#N)cc1OC (stereo not given)
  nt	30
- Cc1cccnc1NC(=O)c1c(O)c2ccccc2n(C)c1=O
  -9	-14
- COc1ccccc1-c1nnc(SC2CCc3ccccc3NC2=O)s1 (stereo not given)
  14	nt
- c1ccc(-n2ncc3c2ncn2nc(CSc4nc5ccccc5s4)nc32)cc1
  nt	45
- O=C1CC(C(=O)Nc2ccc(O)c(C(=O)O)c2)C(c2ccccc2)O1 (stereo not given)
  -3	4
- O=C(Nn1c(O)c(C=C2N=c3ccccc3=N2)sc1=S)c1cccc(Cl)c1
  6	nt
- CC(C)(C)SCCNS(=O)(=O)c1ccc(F)cc1
  -3	-4
- CCCC(=O)Nc1ccc(C(=O)NCc2ccccc2Cl)cc1
  -9	nt
- CCOC(=O)Cc1csc(NC(=S)NC(=O)c2ccc(Cl)cc2)n1
  5	nt
- COC(=O)c1nc(-c2ccccc2)oc1N(C)C
  81	-17
- CCN(c1ccccc1)S(=O)(=O)c1ccc(F)cc1
  7	-2
- CC/C(=C(/CC)c1ccc(O)cc1)c1ccc(O)cc1
  11	nt
- NC(=O)CSc1nnc(-c2ccc(O)cc2)n1Cc1ccco1
  4	9
- COc1ccc(OC)c(-n2c(C)nc3cc(C(=O)O)ccc32)c1
  3	5
- CC(C)=CC(=O)Nc1nnc(-c2cccnc2)s1
  -8	-12
- COCCn1c(C)cc(C(=O)CSc2nc(C)cc(C)c2C#N)c1C
  9	-61
- Oc1ccc2ccc3cccc[n+]3c2c1
  -2	nt
- COc1cc(OC)c(C2=NOC(C(=O)N3CCc4ccccc4C3)C2)cc1Cl (stereo not given)
  9	nt
- CCC(=O)N1CCc2cc(Br)cc(S(=O)(=O)NCCN3CCOCC3)c21
  nt	-9
- COc1ccc(NC(=O)C=C(C)C)cc1Cl
  6	-7
- CCc1ccc(N(CC)C(=O)c2ccc3c(Cl)c4c(nc3c2)CCC4)cc1
  7	nt
- CCOC(=O)CSc1nc(NCc2ccco2)c2ccccc2n1
  -9	6
- O=[N+]([O-])c1cc(/C=N/N2CCN(C3c4ccccc4-c4ccccc43)CC2)ccc1Cl
  -11	nt
- Cc1ccc(-n2c(C)cc(C3N=C(N)Nc4nc5ccccc5n43)c2C)c(C)c1 (stereo not given)
  5	23
- Oc1ccc2ccccc2c1/C=N/n1cnnc1
  9	-9
- COc1ccc(C2SCCN2S(=O)(=O)c2ccc(F)cc2)cc1OC (stereo not given)
  -10	-6
- CCn1ncc(C2=NOC(C(=O)NCCc3ccccc3)C2)c1C (stereo not given)
  -13	-12
- O=C(O)CCCNC1=NCCC1
  3	31
- c1ccc(-n2ncc3c(N4CCN(c5ccccn5)CC4)nc(N4CCCCC4)nc32)cc1
  nt	5
- CC1CCCC(C)N1C(=O)CN1C(=O)C(C)(C)Oc2ccc(C(=O)NC3CCCC3)cc21 (stereo not given)
  5	-1
- CN(CC(=O)NCc1ccc2c(c1)OCO2)S(=O)(=O)c1ccc(Br)s1
  7	-15
- O=C(c1ccc(N2CCOCC2)nc1)N1CCCCC1
  -11	-5
- Cc1ccc(-c2ccc(C(=O)Nc3ccccc3)o2)c2ccccc12
  -36	nt
- N#CC1=C(N)Oc2n[nH]c(-c3ccccc3)c2C1c1ccncc1 (stereo not given)
  -4	-15
- O=C(CCc1ccccc1)Nc1c(F)cccc1F
  -12	nt
- COC(=O)CNC(=O)CSc1nnc(-c2ccc(OC)cc2)n1CC(C)C
  6	nt
- COc1cccc(Nc2nnc(SCC(=O)N(CC(C)C)CC(C)C)s2)c1
  3	nt
- CC(=O)N1CCN2C(=O)C1CCCC(=O)c1cc(C(C)C)ccc12 (stereo not given)
  9	nt
- CC1=CN2CC(O)CN=C2C=C1 (stereo not given)
  10	nt
- Clc1ccc(Cc2nnc(-c3cccs3)o2)cc1
  nt	-43
- COc1ccc(C(=O)Nc2nc3nc(-c4ccccc4)cc(=O)n3[nH]2)cc1
  -11	-6
- O=C(NCC1COc2ccccc2O1)c1ccco1 (stereo not given)
  6	-16
- CCOC(=O)Cn1nnnc1CN(Cc1ccccc1)Cc1cc2cc(CC)ccc2[nH]c1=O
  -1	4
- CCc1nnc(NC(=O)CSc2nnc(-c3cccnc3)n2CC)s1
  -8	nt
- COC(=O)c1ccccc1NC(=O)CNc1cc(Cl)ccc1N1CCOCC1
  11	5
- CC(C)OCCCNC(=O)CNC(=O)c1cccs1
  -33	-3
- O=S(=O)(Nc1nc2ccc(S(=O)(=O)N3CCCC3)cc2s1)c1ccc(F)cc1
  8	nt

New compounds follow
Below each compound: RmlC RmlD mix	HIV RNase H inh
- CC1(C)C2CC[C@]3(C)C(CC=C4[C@@H]5C[C@@](C)(CO)CC[C@]5(C(=O)O)CC[C@]43C)[C@@]2(C)CC[C@@H]1O (stereo not given in full)
  10	nt
- COC(C[C@H](O)C[C@@H](O)COCc1ccccc1)OC
  -7	nt
- CC(=O)SCCC(=O)Nc1ccccc1
  0	0
- O=C(C1CCCN(S(=O)(=O)c2cccc3nonc23)C1)N1CCN(c2ccccc2)CC1 (stereo not given)
  14	nt
- Oc1oc(-c2ccccc2)nc1C=NCc1ccncc1
  8	-11
- Cc1noc(NS(=O)(=O)c2ccc(NC(=O)CCCOc3ccc(Cl)cc3Cl)cc2)c1C
  5	nt
- O=C(NCc1ccc(N2CCCC2=O)cc1)Nc1ccccc1
  9	0
- COC(=O)C1=C(C(=O)OC)[C@@H]2N(C)c3ccccc3[C@@]23C[C@@H](CO)N(C(=O)NCCBr)C3=N1
  0	nt
- Cc1noc(C)c1CN1C(=O)NC2(CCc3ccccc3C2)C1=O (stereo not given)
  166	-2
- C=CCn1cc(C(=O)OC)c(=O)c2cc(S(=O)(=O)N(CC)CC)ccc21
  10	nt
- CCOC(=O)C(=Cc1ccc(F)cc1)C(=O)OCC
  -88	nt
- CCn1c(-c2ccccc2)ccc(C#N)c1=O
  -2	nt
- Cc1ccc2[nH]c(=O)c(CN(Cc3ccccc3Cl)C(=O)N3CCOCC3)cc2c1
  22	-8
- Cc1nc(-c2ccccn2)sc1C(=O)Nc1ccc(F)cc1F
  -9	nt
- CCCCCC(=O)Nc1ccc(N2CCN(C(=O)CCC)CC2)cc1
  -10	12
- CCOC(=O)c1[nH]c(COC(=O)c2ccccc2NC(=O)c2ccco2)c(C(=O)OCC)c1C
  -14	2
- COc1ccc(C2=NOC3(CC(=O)N(c4ccc(C)cc4)C3=O)C2)c(OC)c1 (stereo not given)
  -31	-7
- CCC(C)NS(=O)(=O)c1ccc(S(=O)(=O)N(CC(=O)Nc2ccccc2)CC2CCCO2)cc1 (stereo not given)
  9	nt
- CC(=O)NC1=NC(=O)C(C)S1 (stereo not given)
  16	nt
- COc1cc(NC(=O)CCn2c(=O)[nH]c3ccsc3c2=O)cc(OC)c1
  -5	0
- COC(=O)[C@H](Cc1ccccc1)NC(=O)NCCC1=CCCCC1
  -7	nt
- CCOC(=O)c1c(-c2ccccc2)csc1NC(=O)c1cccc(N2C(=O)CCC2=O)c1
  ?	nt
- O=C(Nc1nccs1)C1CCN(S(=O)(=O)c2cnc[nH]2)CC1
  9	-7
- NS(=O)(=O)c1ccc(CCNC(=O)[C@@H]2CCCN2S(=O)(=O)c2ccccc2F)cc1
  5	nt
- CCN(CC)c1ccc(NC(=O)c2cccc(F)c2)c(C)c1
  2	nt
- O=C(O)CCC(=O)Nc1cccc(C(=O)Nc2cccc(Cl)c2)c1
  -8	nt
- Cc1cccc(COCC(Cc2ccccc2)N2CCN(C(=O)c3cccc(C)c3)CCC2=O)c1 (stereo not given)
  -5	nt
- Cc1ccc(Cn2nnnc2CN2CCC(c3nc4ccc(Cl)cc4[nH]3)CC2)cc1
  2	nt
- Cc1cc(NC(=O)CCC(=O)N(CC(=O)NCC2CCCO2)c2ccccc2C)no1 (stereo not given)
  -10	nt
- CCOC(=O)c1[nH]c(C)c(CCC(=O)O)c1C
  -14	nt

Taken from above:
Reading of CCC(C)NS(=O)(=O)c1ccc(S(=O)(=O)N(CC(=O)Nc2ccccc2)CC2CCCO2)cc1 (stereo not given) under RmlC RmlD mix: 9
Reading of CC(C)OCCCNC(=O)CNC(=O)c1cccs1 under RmlC RmlD mix: -33

The list continues:
Below each compound: RmlC RmlD mix	HIV RNase H inh
- CC1C2C(c3ccccc3)N(C)C(=O)N(C)C2N(C)C(=O)N1C (stereo not given)
  2	-12
- NC1=NC[C@H](CC2CCCCC2)N1CCc1cc(C(F)(F)F)cc(C(F)(F)F)c1
  -90	nt
- CC1(c2ccccc2)CC2CC(c3ccccc3)N1O2 (stereo not given)
  115	nt
- COc1ccccc1CNC(=O)C1CC2Cn3c(nc4cc(Cl)c(Cl)cc43)C2N1C (stereo not given)
  6	nt
- CC(=O)c1cnc2c(-c3ccc(Cl)cc3)c(C)nn2c1C
  6	nt
- O=C(CSCc1cccs1)N1CCCC1
  3	-3
- Cc1ccccc1N=C(NOCc1ccc(Cl)cc1Cl)c1nonc1N
  15	nt
- C=CCn1cnc2c(c1=O)c1nc3ccccc3nc1n2/N=C/c1cccc(OC)c1
  nt	-37
- CSCCC(NS(=O)(=O)c1ccc(Cl)cc1)C(=O)OCC(=O)N(C(C)C)C(C)C (stereo not given)
  13	nt
- CC1CCN(C(=O)C2CCN(S(=O)(=O)c3cccnc3)CC2)CC1
  4	nt
- CCc1c(C)sc(NC(=O)c2cccs2)c1C(=O)OC(C)C
  -25	-36
- c1ccc(-c2ccc(-c3nc(-c4ccncc4)no3)cc2)cc1
  -19	5
- Cc1cccnc1Nc1nc(-c2ccc(O)c(O)c2)cs1
  5	nt
- CS(=O)(=O)Nc1ccc(C(=O)Nc2ccc3c(c2)OCCO3)cc1
  -8	nt
- Brc1ccc(C2=Nn3c(nnc3-c3ccncc3)SC2)cc1
  nt	1
- C=CCNc1nc2c(c(=O)n(C)c(=O)n2C)n1CC(=C)C
  -6	-2
- O=C(CN1CCCC1)N/N=C/c1ccc(-c2cccc(Cl)c2)o1
  -5	nt
- O=C(NCC1CC1)c1onc(CSc2ccccc2)c1C(=O)NCC1CC1
  -3	nt
- Cn1cnc([N+](=O)[O-])c1Nc1ccc(O)cc1
  -7	nt
- COc1cc2c(cc1OC)C1(Nc3c-2c(Cc2ccccc2)nn3-c2ccccc2)C(=O)Nc2ccccc21 (stereo not given)
  5	nt
- CC1(C)CC[C@]2(C)CC[C@]3(C)C4C[C@@H]5OO[C@@]6(O5)C(CCCC6(C)C)[C@]4(C)CC[C@@]3(C)C2C1 (stereo not given in full)
  -15	nt
- CC(C)C(c1nnnn1Cc1ccco1)N1CCC(C(N)=O)CC1 (stereo not given)
  -7	nt
- Cc1c(NC(=O)Oc2ccccc2)sc(=S)n1C
  -8	59*
- CC(Oc1ccc(C(C)(C)C)cc1)c1ccnc2nc(/N=C/N(C)C)nn12 (stereo not given)
  ?	nt
- COc1ccc(-c2csc(N(CCc3ccc(OC)c(OC)c3)C(=O)COc3ccccc3)n2)cc1
  4	nt
- O=C(c1cc2c(ccc3ccccc32)oc1=O)N1CCCC1
  3	nt
- O=C(Cn1c(SCC(=O)N2CCCc3ccccc32)nc2ccccc21)N1CCCC1
  5	1
- O=C(NCc1ccc2c(c1)OCO2)c1cccc(F)c1
  -5	-7
- Cc1cc(C)n2nc(S(=O)(=O)NC3CCCCC3)nc2n1
  7	-4
- O=C1CSC(c2cn(-c3ccccc3)nc2-c2cc3ccccc3oc2=O)N1Cc1ccco1 (stereo not given)
  nt	10

Pulled by compound from the list above:
Below each compound: RmlC RmlD mix	HIV RNase H inh
- COc1ccccc1CNC(=O)C1CC2Cn3c(nc4cc(Cl)c(Cl)cc43)C2N1C (stereo not given)
  6	nt
- Cc1ccc2c(=O)c(C(=O)NCc3cccs3)c[nH]c2c1
  13	nt
- C=CCNc1ncnc2c1ncn2C1OC(CO)C(O)C1O (stereo not given)
  3	-2

Carrying on.
Below each compound: RmlC RmlD mix	HIV RNase H inh
- COc1ccc(CN(C(=O)c2oc3ccccc3c2C)C2CCS(=O)(=O)C2)cc1OC (stereo not given)
  -9	-20
- O=C(c1cc(S(=O)(=O)N2CCCCC2)ccc1F)N1CCCCC1
  79	9
- O=C(O)CCc1nc(-c2ccccc2)no1
  11	-2
- COc1ccc(NC(=O)c2nnn(Cc3ccc(SC)cc3)c2N)c(OC)c1
  -6	1
- COC(=O)C(C(=O)OC)=C(/C=C/N(C)C)N(C)C
  17	-7

Some of the compounds tested. The share of hits here may be higher or lower than overall.
